MEKK3 PB1 HTS – modulators (inhibitors or enhancers) of MEK5 binding to human MEKK3 PB1 domain. binding response (% of control), % at 10 µM. bead-based flow cytometry, Alexa488-MEK5 binding to MEKK3; actives lie on both sides; 0 = blocked by unlabeled MEK5, 100 = vehicle. 1.4% of 290,000 active;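 active means binding response more than 3 SD above or below the average of its plate-row segment, actives on both sides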;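 further: Alexa488 bead fluorescence after subtracting the streptavidin-only scavenger bead signal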
MEKK2mut PB1 HTS – signal of MEK5 binding to mutant human MEKK2 PB1 domain; bead flow cytometry, Alexa488-MEK5 binding to MEKK2 mutant; percent response, % at 10 µM; 0.35% of 290,000 active; AID 1530; in the data active means percent response above about 24%, passing the limit was not always enough; further: inactives centre near 1; some results filed as inactive read as strong as hits; reference of the scale not given here
PHOSPHO1 inh – PHOSPHO1 (human) inhibition. Q8TCT1. recombinant PHOSPHO1, absorbance phosphatase assay. inhibition, % at 13.3 µM. 1.1% of 290,000 active. AID 1565; in the data active means inhibition above about 60%
Target sequence (Q8TCT1 whole entry, looked up): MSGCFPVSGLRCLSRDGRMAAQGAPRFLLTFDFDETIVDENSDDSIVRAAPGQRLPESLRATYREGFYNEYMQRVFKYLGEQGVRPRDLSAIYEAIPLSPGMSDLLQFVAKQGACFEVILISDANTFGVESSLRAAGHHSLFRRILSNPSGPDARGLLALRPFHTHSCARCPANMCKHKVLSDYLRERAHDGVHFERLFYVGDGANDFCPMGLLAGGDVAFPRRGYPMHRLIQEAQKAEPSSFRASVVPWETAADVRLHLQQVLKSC
MEKK2 WT-MEK5 – raises or lowers MEK5 binding to wildtype human MEKK2 PB1 domain. Q9Y2U5. bead flow cytometry, Alexa488-MEK5 binding to MEKK2 WT; actives lie on both sides. binding response (% of control), % at 10 µM. 1.1% of 290,000 active. AID 1531; in the data active means binding response below about 67% or above about 130%
GalR3 antagonist – antagonists of human GalR3 | HEK293 GalR3-CNG cAMP membrane potential fluorescence; galR3 body fused to GalR1 C-terminus | AID 651719 | 0.44% of 360,000 active | inhibition, % at 3 µM;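 active means inhibition above the screen-wide average plus 3 SD, cut at about 13% in these data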;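 further: forskolin and galanin both at EC90 stimulate the cells; cAMP rise reported by CNG channel membrane potential dye signal; 0% = forskolin plus galanin with DMSO and 100% = forskolin alone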
Target sequence (O60755 1-299 limits assumed): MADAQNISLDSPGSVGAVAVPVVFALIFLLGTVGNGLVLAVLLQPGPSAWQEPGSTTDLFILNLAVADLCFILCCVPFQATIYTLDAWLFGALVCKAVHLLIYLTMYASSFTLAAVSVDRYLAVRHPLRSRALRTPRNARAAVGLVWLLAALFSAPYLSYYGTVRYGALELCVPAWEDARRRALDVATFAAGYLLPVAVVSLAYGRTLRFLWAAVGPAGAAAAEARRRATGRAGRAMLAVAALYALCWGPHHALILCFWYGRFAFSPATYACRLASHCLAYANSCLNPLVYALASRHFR
V1R ag counter – counter-screen for oxytocin receptor agonists: human V1a receptor agonists; CHO-V1R cells, Fluo-8 calcium fluorescence, agonist mode; 0% DMSO, 100% 3 nM vasopressin; P37288; 0.25% of 320,000 active; activation, % at 3 µM; AID 2797;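 active means activation above the mean activation of all tested compounds plus 3 SD, per screening run, cut at about 20% in these data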;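 further: signal is peak over basal fluorescence ratio across a 100 second FLIPR read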
Target sequence (P37288 whole entry, looked up): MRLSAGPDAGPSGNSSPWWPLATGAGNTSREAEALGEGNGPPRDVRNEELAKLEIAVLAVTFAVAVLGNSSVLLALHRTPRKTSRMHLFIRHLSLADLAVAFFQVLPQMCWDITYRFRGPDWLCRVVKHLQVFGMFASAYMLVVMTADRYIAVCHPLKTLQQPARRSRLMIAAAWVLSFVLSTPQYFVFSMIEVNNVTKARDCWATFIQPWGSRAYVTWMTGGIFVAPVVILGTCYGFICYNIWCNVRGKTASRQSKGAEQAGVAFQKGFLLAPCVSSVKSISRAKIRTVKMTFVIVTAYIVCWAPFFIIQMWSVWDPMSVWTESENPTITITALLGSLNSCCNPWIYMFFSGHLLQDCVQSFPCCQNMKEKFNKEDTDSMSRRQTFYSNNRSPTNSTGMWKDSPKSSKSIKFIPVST
GPR7 antagonist – antagonists of human GPR7 (neuropeptides B/W receptor 1). P48145. inhibition, % at 4.4 µM. GPR7-expressing cells, fluorescence antagonist assay. AID 1861. 1.1% of 290,000 active; in the data active means inhibition above about 16%, passing the limit was not always enough;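 further: cells stimulated with the agonist NPW; 0% = agonist with vehicle and 100% = vehicle without agonist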
NALP1 yeast inh – NALP1 inhibition. inhibition, % at 10 µM. S. cerevisiae NALP1/ASC/caspase-1 growth, X-gal OD620, 72 h. 0.61% of 280,000 active; in the data active means inhibition mostly above about 24%, no sharp cut-off; inactive means mostly below about 32%; further: some compounds called inactive have numbers as strong as hits
OXTR agonist – agonists of human oxytocin receptor | CHO-OTR cells, Fluo-8 calcium fluorescence; normalized: DMSO 0%, oxytocin 100% | activation, % at 3 µM | 0.32% of 320,000 active | AID 2435;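 active means activation above the mean of all tested compounds plus 3 SD, cutoff set per screening run, cut at about 20% in these data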;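 further: peak over basal fluorescence ratio from a 100 s FLIPR kinetic read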
An asterisk follows results filed as active; / = not tested or not shown; [ ] = remark or other dose.

SMILES | NALP1 yeast inh | MEKK3 PB1 HTS | MEKK2mut PB1 HTS | GalR3 antagonist | V1R ag counter | PHOSPHO1 inh | OXTR agonist | MEKK2 WT-MEK5 | GPR7 antagonist
CC(C)Oc1cccc(NC(=O)c2cnccc2C(F)(F)F)c1 | -8 | 97 | 9 | -4 | 0.3 | -4 | 0.3 | 100 | -18
CC(CCN1C(Nc2ccccc2)=NC[C@@H]1C)c1ccccc1 (some centres not stated) | -4 | 103 | 7 | -4 | 0.9 | 4 | 0.6 | 107 | 2
O=C1CSC(c2ccco2)N1 (configuration not stated) | 2 | 104 | 7 | -2 | -0.1 | 5 | 2.7 | 109 | -3
Cc1ccccc1N1CCN(C(=O)c2ccccc2NC(=O)C2CC=CCC2C(=O)O)CC1 (configuration not stated) | -9 | 83 | -8 | 4 | 1.7 | 17 | -0.6 | 90 | -4
O=C(Cn1nc2n(c1=O)-c1ccccc1SC2)N/N=C/c1cccnc1 | 8 | 101 | 3 | -4 | -0.4 | -8 | -1.5 | 103 | -5
COc1ccc(-c2noc(CNC(=O)C(C)Oc3ccccc3)n2)cc1 (configuration not stated) | 5 | 99 | 2 | 0 | 1.2 | 6 | -0.8 | 98 | -8
Cc1cccc(CSc2nnc(CCCCCNC(=O)OC(C)(C)C)o2)c1 | 36 | 138* | 30 | -5 | 0.7 | 11 | -2.1 | 118 | -10
O=c1[nH][nH]c2c(N=Cc3ccccc3O)ccc(F)c12 | 7 | 57*[inhibitor] | -14 | / | / | 46 | / | 58*[inhibitor] | -7
CCOC(=O)C1CCN(c2ccccc2CN2CCN(c3ccccc3OCC)CC2)CC1 | 2 | 102 | 6 | / | 1.9 | / | -0.8 | 109 | -1
CCCCS/C(N)=N/N=C/c1ccccc1O | 9 | 98 | 0 | -2 | -0.4 | 6 | 0.1 | 101 | -3
CCOC(=O)COc1ccc2c(=O)c(-c3ccccc3OC)coc2c1 | 3 | 118 | 2 | -5 | -0.4 | 17 | -1.1 | 100 | -9
Cc1ccc(Sc2ccc(C(=O)N3CCOCC3)cc2[N+](=O)[O-])cc1 | -7 | 107 | 6 | -9 | 4.7 | 27 | 2.5 | 106 | -4
CCN(CC)N=Nc1ccc(S(=O)(=O)N2CCSC2C(=O)O)cc1 (configuration not stated) | 5 | 101 | 4 | -2 | 2.0 | 41 | 0.1 | 104 | -1
COc1ccc(NC(=S)NC(NC(C)=O)C(Cl)(Cl)Cl)c([N+](=O)[O-])c1 (configuration not stated) | 25 | 95 | 5 | -4 | -0.6 | 3 | -0.3 | 106 | -3
Cc1ccc(-c2cc3nc(-c4ccccc4)cc(N)n3n2)cc1 | 23 | 102 | 7 | -7 | 1.2 | 24 | 0.0 | 104 | 11
Cc1cccc(Nc2nc(CC(=O)O)cs2)c1 | 0 | 85 | -14 | -6 | -1.3 | 16 | -2.6 | 87 | -4
O=C(Nc1ccncc1)OCc1ccccc1 | 6 | 102 | 2 | -4 | 5.3 | 41 | 3.7 | 102 | -8
COc1ccc(NC(=O)OCC(C)C)cc1OC | 9 | 78 | -10 | / | -0.8 | 26 | -0.3 | 89 | 3
COCc1[nH][nH]c(=O)c1C=NCC(=O)OC | -3 | 105 | 2 | -4 | 0.3 | 3 | 0.3 | 105 | -10
Cc1ccsc1/C=N/NC(=O)CNC(=O)c1ccc(S(=O)(=O)N2CCOCC2)cc1 | 3 | 99 | 0 | -5 | 0.8 | -10 | 0.4 | 97 | 2
Cc1[nH]n(-c2ncc(-c3ccccc3)s2)c(=O)c1C(c1ccc(Br)cc1)C(C#N)C#N (configuration not stated) | -2 | 100 | -3 | -2 | -0.2 | -7 | -0.2 | 59 | -10
CN(C)C(=O)CSc1ncccc1-c1nc2ccccc2[nH]1 | 4 | 107 | 10 | -3 | -0.1 | 24 | 0.6 | 111 | -12
O=C(c1ccc(C(F)(F)F)n(Cc2ccc(Cl)cc2)c1=O)N1CCOCC1 | -10 | 99 | -2 | -11 | 4.2 | 25 | 1.3 | 100 | -4
CC(C)c1cc(Br)ccc1OCCN1C(=O)NC(C)(C)C1=O | 11 | 102 | 4 | -6 | -1.3 | 18 | -2.7 | 103 | 2
O=C(CN1C(=O)S/C(=C\c2ccccn2)C1=O)Nc1ccc(F)cc1 | 8 | 101 | 0 | -2 | / | 17 | / | 100 | 13
CCc1ccc(OCCSc2nc3ccccc3n2CCC(=O)O)cc1 | -6 | 101 | 3 | 0 | 1.5 | 3 | -0.8 | 106 | -12
COc1ccc(CCNC(=O)c2c[nH]c3ccccc3c2=O)cc1OC | 25 | 100 | 0 | 1 | 1.0 | 5 | -0.1 | 100 | -3
O=C(C1=C(O)C(=O)N(CCc2ccccc2)C1c1ccncc1)c1cc2ccccc2o1 (configuration not stated) | 24 | 93 | -3 | -5 | 1.0 | 44 | 0.7 | 95 | -10
CC(=O)c1c(C)oc2ccc(N(C(C)=O)S(=O)(=O)c3ccc(Br)cc3)cc12 | 2 | 103 | -1 | 1 | 0.4 | 10 | -0.5 | 101 | -26
Cc1cccc(NC(=O)CC2C(=O)NCCN2C(=S)Nc2ccccc2)c1 (configuration not stated) | 9 | 97 | -7 | -5 | -0.1 | 26 | 1.3 | 92 | -17

One compound at a time, from the list above.
CCCCS/C(N)=N/N=C/c1ccccc1O is entered as NALP1 yeast inh: 9; MEKK3 PB1 HTS: 98; MEKK2mut PB1 HTS: 0; GalR3 antagonist: -2; V1R ag counter: -0.4; PHOSPHO1 inh: 6; OXTR agonist: 0.1; MEKK2 WT-MEK5: 101; GPR7 antagonist: -3
Cc1ccccc1N1CCN(C(=O)c2ccccc2NC(=O)C2CC=CCC2C(=O)O)CC1 (configuration not stated) is entered as NALP1 yeast inh: -9; MEKK3 PB1 HTS: 83; MEKK2mut PB1 HTS: -8; GalR3 antagonist: 4; V1R ag counter: 1.7; PHOSPHO1 inh: 17; OXTR agonist: -0.6; MEKK2 WT-MEK5: 90; GPR7 antagonist: -4

(more compounds)
SMILES | NALP1 yeast inh | MEKK3 PB1 HTS | MEKK2mut PB1 HTS | GalR3 antagonist | V1R ag counter | PHOSPHO1 inh | OXTR agonist | MEKK2 WT-MEK5 | GPR7 antagonist
CS(=O)(=O)N(CC(=O)NCCSCc1cccc(Cl)c1)c1ccccc1F | 2 | 108 | 1 | -4 | 4.2 | 29 | -1.2 | 103 | 0
Cc1ccc(CNC(=O)c2ccc(CS(=O)(=O)c3ccccc3C)o2)cc1 | 22 | 102 | 1 | -8 | 3.4 | -6 | 1.2 | 103 | -7
CC1CCCN(CCC(=O)Nc2ccc(Br)cc2)C1 (configuration not stated) | 16 | 98 | 5 | -12 | 7.2 | -2 | 6.4 | 102 | -11
O=C(/C=C(\O)c1ccc(Cl)cc1)C(=O)NNC(=O)C(O)(c1ccccc1)c1ccccc1 | -10 | 102 | 7 | / | -0.1 | 7 | -0.4 | 99 | 3
CCN1CCN(S(=O)(=O)c2ccc(S(=O)(=O)NCC3CCCO3)cc2)CC1 (configuration not stated) | 10 | 93 | -6 | -2 | 0.4 | -38 | 0.1 | 99 | -6
COCCNC(=S)N1CCCC(CO)C1 (configuration not stated) | 30 | 113 | 4 | -5 | 0.7 | 8 | 0.4 | 105 | -5
CCCn1c(SCC(=O)N(CC)CC)nnc1-c1ccncc1 | 2 | 97 | -10 | 0 | 0.4 | -3 | 0.3 | 98 | 11
O=C(Nc1nc(-c2ccccc2)cs1)C1CCCN(S(=O)(=O)c2ccccc2)C1 (configuration not stated) | -11 | 104 | -3 | -5 | -0.5 | 15 | -0.3 | 96 | -10
Cc1ncoc1C(=O)NCc1ccccc1Cl | -36 | 102 | 2 | / | 1.2 | 14 | 0.6 | 103 | 2
Cn1ncc2nnn(-c3ccccc3)c(=O)c21 | 13 | 100 | 3 | 3 | -1.1 | 6 | 0.4 | 101 | -15
CCC(Oc1ccccc1)C(=O)N(Cc1ccccc1)c1ccccn1 (configuration not stated) | 22 | 97 | -2 | -3 | 0.3 | 11 | -3.0 | 96 | -3
Cc1cccc(C)c1NC(=O)c1nc(S(=O)(=O)Cc2ccccc2)ncc1Cl | 13 | 101 | 2 | 0 | 2.3 | 29 | 0.7 | 103 | 16
O=C(COc1cc(Cl)c(Cl)cc1Cl)NCCN1CCOCC1 | 35 | 105 | 2 | -5 | 3.5 | 26 | 0.3 | 106 | -9
O=Cc1cccn1-c1cccc([N+](=O)[O-])c1 | -2 | 89 | -14 | 6 | 0.9 | 30 | -0.8 | 74 | -5
O=C(NCC1CCCO1)c1cc(S(=O)(=O)N2CCOCC2)ccc1Cl (configuration not stated) | 2 | 109 | 10 | -2 | 1.0 | / | 1.9 | 112 | -5
CCCCNC(=O)C1CCN(C(=O)C2CCN(S(=O)(=O)c3ccc(C)cc3)CC2)CC1 | 9 | 100 | 0 | 1 | -0.3 | -30 | -1.0 | 103 | -17
Cc1ccc(S(=O)(=O)N2CCN(C(=O)CCn3nc(C)c(C)c3C)CC2)cc1 | -1 | 101 | -2 | -6 | 0.4 | 15 | -0.2 | 97 | -5
c1cncc(-c2nnc3n2C2(CCCCC2)Cc2ccccc2-3)c1 | -1 | 95 | 2 | 0 | 0.2 | -1 | 10 | 99 | -5
CCCCC(NC(=O)c1cccc(Br)c1)C(=O)O (configuration not stated) | 2 | 99 | -13 | -1 | 0.2 | 10 | 0.5 | 91 | -16
CC(=O)c1cc(CC(=O)N2CCc3c([nH]c4ccccc34)C2c2ccccn2)cs1 (configuration not stated) | -18 | 95 | -11 | -7 | 2.9 | -10 | 1.9 | 90 | 3
Cc1ccc(C2C(C#N)=C(N)SC(N)=C2C#N)cc1 | -31 | / | / | 5 | / | -1 | / | / | -11
CC(=O)NN1C(=O)c2ccc3c4c(ccc(c24)C1=O)C(=O)N(NC(C)=O)C3=O | 6 | 104 | 1 | -3 | 0.3 | 19 | 0.2 | 102 | 10
OC1CCCN(c2ncnc3c2nnn3Cc2c(F)cccc2Cl)C1 (configuration not stated) | 6 | 89 | -9 | 5 | 0.9 | 28 | 1.4 | 82 | 11
O=C(CSc1nnc2c(n1)[nH]c1ccc(F)cc12)OCc1ccccc1 | -1 | 107 | 0 | -7 | 0.6 | -7 | 0.4 | 105 | -12
CC(=O)NC(c1ccccc1)c1nc2ccccc2[nH]1 (configuration not stated) | 8 | 99 | 0 | -3 | 0.8 | -22 | -0.1 | 102 | -11
Cc1cc(C)n(-c2ccc(C(=O)OCC(=O)c3ccc(Br)s3)cc2)n1 | -2 | 104 | 2 | -2 | 0.5 | -4 | 0.5 | 105 | -1
CCOc1ccc(C(=O)Nc2cccc3cccnc23)cc1 | 8 | 104 | 0 | -2 | 1.2 | 34 | -1.7 | 102 | 4
CCN1CCN(c2nc(NCCO)c3ccccc3n2)CC1 | -7 | 109 | 5 | -3 | 2.1 | 44 | 0.7 | 114 | -10
Cc1ccc(S(=O)(=O)N2CCC(C(=O)O)CC2)cc1C(=O)O | 19 | 107 | 8 | -5 | 1.1 | 18 | 0.7 | 107 | -2
COc1ccc2c(c1OC)C(=O)N(c1ccc3c(c1)CCC3)C2=O | 15 | 96 | 5 | -1 | -1.0 | 29 | -0.2 | 97 | 5
Cc1ccc(-c2ccc(C#N)c(=O)n2CC(=O)N(C)C)cc1 | 2 | 103 | 7 | -11 | -1.4 | 19 | -1.1 | 101 | -2
O=C(NCc1ccccc1)c1ccc(S(=O)(=O)N2CCCC2)cc1 | -4 | 112 | 6 | -4 | -0.1 | 17 | 0.2 | 108 | -10

High-throughput results: PubChem BioAssay, several laboratories
